# PfHsp40 yeast: restores yeast growth despite PfHsp40 toxicity; S. cerevisiae expressing PfHsp40, growth rescue, ATP luminescence; hit rate 0.68% among 340,000; growth rescue, % at 12.5 µM; in the data active means growth rescue above about 28%, passing the limit was not always enough; inconclusive means no clear call, values can overlap the other calls;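 further: yeast W303a lacking pdr1 and pdr3 grown in galactose medium; growth measured after three days at 30 °C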
# TcdB GH inh: inhibitors of Clostridioides difficile toxin B glycohydrolase; P18177; TcdB glycohydrolase enzymatic assay, plate reader; inhibition, % at 9.99 µM; hit rate 0.24% among 350,000; in the data active means inhibition above about 10%
# Mtb BioA inh: blocks M. tuberculosis BioA enzyme activity; purified M. tuberculosis BioA enzyme, plate reader; inhibition, % at 9.99 µM; hit rate 0.096% among 360,000; AID 602481; in the data active means inhibition above about 40%; inconclusive means no clear call, values can overlap the other calls
# GDH-TPI inh: GDH-TPI coupled enzyme inhibition counter-screen | GDH-TPI coupled enzyme counterscreen, NADH absorbance | inhibition, % at 4.8 µM | hit rate 1.2% among 360,000 | AID 588335; in the data active means inhibition above about 30%;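 further: 0% = DMSO wells and 100% = wells lacking the enzyme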
# FadD28 FP inh: M. tuberculosis FadD28 bisubstrate binding inhibition; FadD28 bisubstrate probe binding, fluorescence polarization; inhibition, % at 12.5 µM; hit rate 0.22% among 360,000; AID 588549; in the data active means inhibition above about 8.5%, passing the limit was not always enough; inconclusive means no clear call, values can overlap the other calls
# BH1578 lux ind: induces V. cholerae light production without autoinducers; activation, % at 18.7 µM; V. cholerae BH1578 lux reporter, luminescence, 6 h; AID 588436; hit rate 0.16% among 350,000; in the data active means activation mostly above about 9.7%, no sharp cut-off; inconclusive means no clear call, values can overlap the other calls; inactive means mostly below about 3.7%; further: not every result past the cut was called active; inactives centre near 0; reference of the scale not given here
# FBA Mtb inh: inhibitors of M. tuberculosis fructose-bisphosphate aldolase; hit rate 2.3% among 360,000; AID 588726; inhibition, % at 1 µM; purified M. tuberculosis FBA, fluorescence read-out; in the data active means inhibition above about 27%;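 further: 0% = vehicle and 100% = reference inhibitor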
# Target sequence (P9WQA3 whole entry, looked up): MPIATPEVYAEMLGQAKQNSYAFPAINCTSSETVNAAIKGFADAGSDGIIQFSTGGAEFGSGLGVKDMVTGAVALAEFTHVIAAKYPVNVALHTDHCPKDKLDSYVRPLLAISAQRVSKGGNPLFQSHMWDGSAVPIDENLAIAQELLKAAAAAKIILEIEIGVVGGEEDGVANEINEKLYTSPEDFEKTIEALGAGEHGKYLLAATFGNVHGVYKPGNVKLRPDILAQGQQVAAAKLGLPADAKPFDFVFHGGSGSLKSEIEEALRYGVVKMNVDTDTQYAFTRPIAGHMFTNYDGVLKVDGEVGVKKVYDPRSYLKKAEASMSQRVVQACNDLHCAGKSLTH
# Yp Topo-I inh: blocks Yersinia pestis topoisomerase I activity; activity, % at 10 µM; hit rate 0.064% among 360,000; Y. pestis Topo-I cleavage product accumulation, plate reader; in the data active means activity above about 50%, passing the limit was not always enough; inconclusive means no clear call, values can overlap the other calls; further: inactives centre near 2
# UGM FP inh: Mtb UDP-galactopyranose mutase inhibition; AID 504406; purified UGM, fluorescence polarization probe displacement; hit rate 0.06% among 320,000; inhibition, % at 10 µM; in the data active means inhibition above about 10%, passing the limit was not always enough; inconclusive means no clear call, values can overlap the other calls
# Target sequence (P9WIQ1 whole entry, looked up): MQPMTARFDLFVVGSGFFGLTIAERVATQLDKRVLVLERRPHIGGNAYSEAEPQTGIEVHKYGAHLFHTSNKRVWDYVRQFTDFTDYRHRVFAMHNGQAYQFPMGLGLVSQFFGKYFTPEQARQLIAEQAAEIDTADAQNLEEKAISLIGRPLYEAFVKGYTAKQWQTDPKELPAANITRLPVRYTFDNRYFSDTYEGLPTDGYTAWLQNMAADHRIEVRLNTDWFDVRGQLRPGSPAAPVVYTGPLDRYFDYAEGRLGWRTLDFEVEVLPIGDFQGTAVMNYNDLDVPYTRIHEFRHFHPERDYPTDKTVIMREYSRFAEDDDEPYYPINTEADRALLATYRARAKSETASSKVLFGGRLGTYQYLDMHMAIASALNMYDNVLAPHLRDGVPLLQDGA
# The depositor's hits bear a star; i = inactive; ? = inconclusive; / = no result given.
SMILES,PfHsp40 yeast,TcdB GH inh,Mtb BioA inh,GDH-TPI inh,FadD28 FP inh,BH1578 lux ind,FBA Mtb inh,Yp Topo-I inh,UGM FP inh
O=C(CSc1nc(O)c(-c2ccccc2)c(=O)[nH]1)N1CCOCC1,-1.0,0.6,/,-18,-3.2,-0.1,-1,3,2.1
CCOc1ccc(CCNC(=O)COC(=O)C2CC2)cc1OCC,0.0,1.1,/,6,-3.2,i,-4,16,0.5
C=CCn1c(SCC(=O)Nc2sc(C)c(C)c2C(=O)OCC)nnc1-c1sc(N)nc1C,-0.2,/,-1.7,11,-0.2,-1.0,-1,1,2.1
Cc1ccc(-n2nnc(-c3ccnc4ccccc34)n2)cc1,0.2,0.6,-1.6,4,-2.0,i,1,6,-1.7
CCOC(=O)C1(CCOC)CCN(Cc2ccc(C3CCCCO3)s2)CC1 (centres undefined),0.8,/,0.4,-3,1.3,i,7,-4,-0.3
CCN(CC)CCn1c2c(c(SCC(=O)Nc3cc(C)ccc3C)nc1=O)CCC2,-0.9,1.3,1.5,0,-4.6,i,-1,5,-0.7
CCCNC(=O)c1ccc(N2CCC3(CC2)CC(c2cccc(Br)c2)=NO3)c(NC(=O)c2cccc(OC)c2)c1,0.8,1.5,-1.9,8,0.8,1.3,0,18,1.4
COc1ccc(C2CC(c3ccccc3)=NN2S(=O)(=O)c2ccccc2)cc1 (centres undefined),-0.5,0.6,-1.1,5,-1.9,i,2,4,-0.1
COc1ccc(CN2C(=O)NC(=O)/C(=C\c3cc(OC)c(OC)c(OC)c3)C2=O)cc1,-0.7,-0.5,/,2,-0.8,i,9,?,0.8
CC(C)CC(OC(=O)c1ccco1)C(=O)NC1CCCC1 (centres undefined),-0.9,1.3,-1.7,3,-1.1,-0.4,0,0,-1.6
CC1(C)CC(=O)C=C(NCC(O)c2ccccc2)C1 (centres undefined),3.9,0.0,0.6,3,-2.2,0.7,0,-4,-1.1
CCOc1ccc(-c2nc(-c3ccc(OC)cc3)no2)cc1OCC,-2.0,/,0.2,-6,-3.2,-0.3,3,-1,-2.7
Cc1ccc(C(=O)NCC(=O)Nc2ccc(F)c(F)c2F)cc1,-1.3,0.1,-0.6,-10,-4.8,-0.6,1,-1,1.5
O=C(Nc1ccc(Br)cc1)c1ccc(F)c(S(=O)(=O)NCc2cccs2)c1,7.2,/,/,-7,-2.3,1.5,1,2,0.1
COc1ccc2c(CC(=O)Nc3ccc4nc(N5CCOCC5)sc4c3)coc2c1,/,-0.8,-0.9,-3,-0.7,-0.5,-4,31,/
S=C(NCc1ccccc1)NCc1cccc(CNC(=S)NCc2ccccc2)c1,23,0.9,3.2,-3,25*,4.2,0,13,1.0
O=C(COC(=O)CC1CCS(=O)(=O)C1)Nc1ccc(F)cc1 (centres undefined),-1.3,1.7,0.2,2,-0.7,0.5,2,3,-6.7
N#Cc1ccccc1OCc1cccc(S(=O)(=O)N2CCOCC2)c1,-0.1,0.8,0.7,-5,-3.6,i,-1,-2,/
CC(NS(=O)(=O)c1ccc(OCC(=O)NCc2ccncc2)cc1)c1ccccc1 (centres undefined),-0.1,-0.4,-8.5,-2,-3.6,-0.8,-2,0,2.0
CC(C)C(NC(=O)c1ccccc1F)C(=O)NCc1ccc(S(=O)(=O)N2CCOCC2)cc1 (centres undefined),-0.6,3.1,-1.7,2,-0.4,-1.2,3,11,/
O=[N+]([O-])c1ccc(C(O)CN2CCN(C/C=C/c3ccccc3)CC2)cc1 (centres undefined),1.1,1.5,1.3,-1,-2.8,i,1,4,3.7
Cn1c(Oc2ccccc2)c(C=O)c2ccccc21,1.9,/,1.0,-9,-5.4,3.4,-2,-2,-0.1
COCC(=O)Nc1nc(-c2ccc(-c3ccccc3)cc2)cs1,-1.2,1.3,-0.9,0,-1.2,-0.9,1,24,0.6
O=C(Cn1cnc2ccccc2c1=O)Nc1cccc(S(=O)(=O)N2CCCCC2)c1,-1.6,0.6,0.1,14,-1.4,-0.4,5,2,2.3
CN(C(=O)c1ccccc1OC1CCN(S(C)(=O)=O)CC1)C1CCOC1 (centres undefined),0.9,1.7,/,3,-0.7,-0.2,-1,9,-1.2
COc1ccccc1-c1ccc(SCc2cccc(F)c2)nn1,6.0,1.8,/,0,-0.8,-2.1,1,-6,-1.8
NCCCC[C@@H]1NC(=O)c2cc([N+](=O)[O-])cc(F)c2NCCCC[C@@H](C(N)=O)NC(=O)CNC1=O,-0.9,1.4,-0.4,-3,-1.9,1.3,-3,-15,-1.2
COc1ccc(C2CCCN2C(=S)Nc2ccc(C)cc2C)cc1OC (centres undefined),0.6,1.1,-1.5,-8,-0.5,-0.4,5,5,0.1
Cc1ccc(S(=O)(=O)NCC(=O)OCC(=O)NC(=O)c2cccn2C)cc1,-0.2,0.1,-1.0,18,0.2,i,-1,3,1.6
Cc1cc(NC(=O)CCC(=O)N(CC(=O)NCC2CCCO2)c2cccc(F)c2)no1 (centres undefined),0.4,0.5,-0.2,-11,-3.9,-0.2,-5,4,0.4
CCOC(=O)C1CCN(S(=O)(=O)c2ccc(OCC)cc2)CC1,1.2,/,0.0,-4,-4.6,i,-1,15,1.9
COc1ccc(N(CC(=O)Nc2cccc(C)c2)S(=O)(=O)c2c(C)n[nH]c2C)cc1,0.1,/,-0.2,7,-2.4,-0.7,5,2,2.9
Cc1cc(C)c(Cn2ncn(-c3ccc(Br)cc3)c2=O)c(C)c1,-1.6,-0.4,/,-3,-2.5,-0.2,1,4,0.1
CCOc1ccccc1NC(=O)NCc1ccco1,-0.1,0.4,-0.1,6,-2.8,i,1,3,0.6
COc1cccc(-c2c(C(=O)N/N=C(\C)c3cccs3)nnn2-c2nonc2N)c1,0.1,-4.7,-0.2,31*,-1.7,i,4,8,-1.2
CCOC(=O)c1c(NC(=O)c2nn(CC)cc2Br)c(C#N)cn1-c1ccccc1,0.4,-0.6,-0.6,-7,-0.3,1.4,5,1,-1.1
COc1ccc(C)cc1NC(=O)CNC(c1ccccc1)c1ccc(C)cc1 (centres undefined),2.2,0.4,0.2,8,-0.2,-1.0,2,16,-3.0
COc1ccc(/C=N/NC(=O)c2ccn[nH]2)cc1COc1ccc(Cl)cc1,?,/,-0.2,14,-5.8,i,-3,0,0.8
COc1cc(/C=N/NC(N)=S)ccc1OCC(=O)Nc1ccc(C)c(C)c1,9.2,/,-0.9,18,0.5,-1.4,5,0,1.7
COc1ccc(C2=NOC(C(=O)Nc3c(C)n(C)n(-c4ccccc4)c3=O)C2)cc1 (centres undefined),0.8,1.5,-2.4,8,-1.9,-0.1,-1,5,2.0
COc1ccc(CCNC(=O)CCCCC(=O)NCCc2ccc(OC)cc2)cc1,2.6,0.2,-0.6,5,-1.3,-1.2,2,-3,1.8
COc1ccc(S(=O)(=O)N2CCC(C(=O)NCC3CCCCC3)CC2)cc1,0.7,0.7,2.5,-1,-2.8,-0.5,-1,33,-0.3
O=C1C2C3c4ccccc4C(c4ccccc43)C2C(=O)N1c1cccc2cccnc12 (centres undefined),-0.6,/,0.6,6,-4.3,0.4,0,21,-3.8
CCN(CC)S(=O)(=O)c1ccc(N2CCCC2)c(NS(=O)(=O)c2ccc(F)cc2)c1,-0.1,-0.2,0.7,9,0.9,i,1,4,0.0
CCc1cc2c(=O)[nH]c(COC)nc2s1,-1.5,0.7,/,8,0.0,i,2,5,-1.4

# Record cards (already shown).
# CCOC(=O)C1CCN(S(=O)(=O)c2ccc(OCC)cc2)CC1 as listed: PfHsp40 yeast = 1.2; TcdB GH inh = /; Mtb BioA inh = 0.0; GDH-TPI inh = -4; FadD28 FP inh = -4.6; BH1578 lux ind = i; FBA Mtb inh = -1; Yp Topo-I inh = 15; UGM FP inh = 1.9
# COc1ccc(C)cc1NC(=O)CNC(c1ccccc1)c1ccc(C)cc1 (centres undefined) as listed: PfHsp40 yeast = 2.2; TcdB GH inh = 0.4; Mtb BioA inh = 0.2; GDH-TPI inh = 8; FadD28 FP inh = -0.2; BH1578 lux ind = -1.0; FBA Mtb inh = 2; Yp Topo-I inh = 16; UGM FP inh = -3.0

# Continued:
SMILES,PfHsp40 yeast,TcdB GH inh,Mtb BioA inh,GDH-TPI inh,FadD28 FP inh,BH1578 lux ind,FBA Mtb inh,Yp Topo-I inh,UGM FP inh
O=C(COc1ccc2ccccc2c1)N1CCN(C(=O)c2ccc([N+](=O)[O-])cc2)CC1,1.0,-0.4,2.1,9,0.7,i,19,-4,0.5
Cc1nn(-c2ccccc2)c2c1C(=O)N(Cc1ccccc1)C(=O)C(C)(C)C2,1.8,/,-0.3,4,-1.1,i,5,22,-1.4
O=C(O)c1c2c(nc3ccccc13)/C(=C/c1ccc(O)cc1)CCC2,-0.3,8.7,/,15,0.5,-0.4,2,0,-3.3
Cc1cccc(CN2[C@H](COC(=O)Nc3ccccc3)C=CS2(=O)=O)c1,/,2.1,-0.5,/,-3.5,/,-1,/,/
CCn1c(O)c(N=NC(=O)C2C(=O)NCC2c2ccccc2)c2ccccc21 (centres undefined),-0.1,/,/,17,-0.6,-0.6,-3,10,-1.8
CN(c1ccccc1)S(=O)(=O)c1ccc(Cl)c(C(=O)OCC(N)=O)c1,-1.1,0.1,0.7,1,-1.6,-0.2,2,3,-2.0
CC1=C[C@H]2Cc3cc(C)cc(C)c3S(=O)(=O)[C@@H]2C=C1,0.7,1.2,/,5,-0.6,-0.2,-1,6,-1.3
CCN1CCN(C(=O)CCCCCn2c(=O)[nH]c3cc(C(=O)OC)ccc3c2=O)CC1,-0.2,/,1.0,6,0.8,-0.3,9,0,-1.6
O=C(NCc1ccccc1Cl)C1CCN(S(=O)(=O)N2CCC3(CC2)OCCO3)CC1,-0.2,1.3,/,-2,-4.2,i,-2,9,1.1
CC(C)OC(=O)CN1CCN(S(=O)(=O)c2cc(Cl)ccc2Cl)CC1,-0.3,/,-0.7,8,-3.0,i,2,-1,0.7
CCCCOC(=O)Nc1nc2ccc(OC)cc2s1,-1.6,/,-1.5,10,-0.6,i,-1,5,0.8
CCC(=O)N/N=C(\C)CC(=O)Nc1cc(Cl)ccc1C,-1.5,0.5,-2.0,1,-1.9,-0.4,1,1,0.6
O=C(O)COc1ccc(Cl)cc1C1CCCCC1,-1.9,0.5,1.4,-3,-3.5,7.1,-2,4,/
O=C(NC(C(=O)c1ccccc1)N1CCCCC1)c1ccccc1 (centres undefined),-0.1,/,-2.9,14,-1.8,i,-2,-3,-0.7
COCCCNS(=O)(=O)c1ccc(SC)cc1,-1.2,/,/,-4,-2.6,-0.1,1,-6,-3.1
CC1CCC2(CC1)NC(=O)N(CC(=O)Nc1cccnc1Cl)C2=O (centres undefined),0.6,2.4,-0.6,-6,-0.4,i,1,2,-1.5
COc1ccc(C23CC4CC(CC(C(=O)O)(C4)C2)C3)c(F)c1,?,0.7,/,-1,-3.0,1.3,-2,12,2.1
CCCCCCn1c(N2CCN(c3cccc(Cl)c3)CC2)nc2c1c(=O)[nH]c(=O)n2C,0.9,/,-3.9,-4,0.3,i,2,-8,0.3
CSc1ccc(/C=C/C(=O)NC23CC4CC(CC(C4)C2)C3)cc1,-1.1,1.4,/,14,-3.2,-0.1,15,2,-0.2
CN(C)c1ccc(C=C(c2nnnn2-c2ccccc2)c2nnnn2-c2ccccc2)cc1,-0.9,/,/,0,-1.2,-0.3,2,-9,-2.9
CC1(C)CC(=O)C=C(OC(=O)c2ccc(Cl)cc2)C1,-1.5,/,/,-3,-2.6,-0.5,2,-1,-3.3
O=C(N/N=C/c1c[nH]c2ccc(Br)cc12)c1ccn(Cc2ccc(Cl)cc2)n1,1.0,/,-1.1,5,-6.1,i,-4,-12,-1.7
O=C(c1cc2c(s1)-c1ccccc1OC2)N1CCN(c2ccccc2)CC1,0.6,0.0,0.1,24,-0.1,-0.2,15,19,0.9
Cc1csc(SCC(=O)Nc2nncs2)n1,1.1,1.7,-0.4,0,-3.0,i,1,2,-2.3

# In the list so far, two have a cyano group.
SMILES,PfHsp40 yeast,TcdB GH inh,Mtb BioA inh,GDH-TPI inh,FadD28 FP inh,BH1578 lux ind,FBA Mtb inh,Yp Topo-I inh,UGM FP inh
N#Cc1ccccc1OCc1cccc(S(=O)(=O)N2CCOCC2)c1,-0.1,0.8,0.7,-5,-3.6,i,-1,-2,/
CCOC(=O)c1c(NC(=O)c2nn(CC)cc2Br)c(C#N)cn1-c1ccccc1,0.4,-0.6,-0.6,-7,-0.3,1.4,5,1,-1.1

# Screening results as filed in PubChem BioAssay.

# Not a hit list. Share with any hit: about 4.6%.
